DNMT1 block = human DNMT1 methyltransferase inhibitors, primary screen, biochemical, molecular beacon, fluorescence, HinP1I cleavage, uHTS. DNA (cytosine-5)-methyltransferase 1 (Homo sapiens), P26358. inhibition (reported as % activation of signal), % at 10 µM. actives 0.83% (n = 360,000). AID 588458, 2011; in the data active means inhibition above about 50%
SUMO1 PPI mod = modulators of SUMO1 protein-protein interactions, primary screen, biochemical, uHTS; inhibition, % at 20 µM; actives 0.33% (n = 360,000); SUMO1 binding to a labelled peptide, TR-FRET, 1 h; in the data active means inhibition above about 37%
CSN inh = inhibitors of CSN-mediated cullin deneddylation, primary screen, biochemical, fluorescence polarization, uHTS; actives 0.38% (n = 360,000); inhibition, % at 12.5 µM; COP9 signalosome complex subunit 5 (Homo sapiens), Q92905; Purified CSN, SCF-Nedd8-OG deneddylation;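 active means pattern-corrected inhibition above about 35%, with an unprinted fluorescence ratio check between 0.5 and 1.5, limit read from the data, passing the limit was not always enough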;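 further: 0% = enzyme with substrate and 100% = substrate without enzyme; some results filed as inactive read as strong as hits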
Target sequence (Q92905 whole entry, looked up, one chain of several): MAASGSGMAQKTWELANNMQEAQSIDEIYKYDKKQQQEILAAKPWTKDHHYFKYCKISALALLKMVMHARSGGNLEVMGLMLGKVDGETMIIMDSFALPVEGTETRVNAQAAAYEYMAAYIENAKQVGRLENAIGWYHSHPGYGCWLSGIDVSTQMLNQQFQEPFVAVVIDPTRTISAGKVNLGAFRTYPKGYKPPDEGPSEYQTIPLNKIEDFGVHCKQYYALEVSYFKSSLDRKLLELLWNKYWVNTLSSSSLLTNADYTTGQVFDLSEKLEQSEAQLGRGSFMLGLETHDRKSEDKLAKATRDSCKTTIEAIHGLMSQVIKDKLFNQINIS
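Assay system: HEK293T-derived human Csn5 enzyme; quantity: 0.24 nM enzyme; medium: Tris/NaCl/DTT buffer, pH 7.5; also added: substrate SCFSkp2-Nedd8OG, 10 nM; doses: 12.5 µM compound; schedule: 90 min reaction at room temperature; signal: FP; read-out: % inhibition of substrate cleavage by Csn5; benchmarks: substrate-only high control, full reaction low control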
Rpn11 block = Rpn11 (PSMD14) deubiquitinase inhibitors, primary screen, biochemical, fluorescence polarization, uHTS; human 26S proteasome, Ub4-pepOG fluorescence polarization; 20S core pre-blocked with epoxomicin; calls only at 20 µM; actives 0.59% (n = 360,000); AID 588493, 2011;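 active means inhibition at 20 µM, scaled to each plate's controls, above about 33%, limit read from the data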
Scp-1 inhibitor = Scp-1 phosphatase inhibitors, primary screen, biochemical, colorimetric, uHTS; Carboxy-terminal domain RNA polymerase II polypeptide A small phosphatase 1 (Homo …; Recombinant Scp1, phosphopeptide, malachite green phosphate absorbance; inhibition, % at 20 µM; actives 0.88% (n = 340,000); AID 493091, 2011;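 active means inhibition above about 50% at 20 µM, limit read from the data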;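 further: plate controls were DMSO wells with enzyme for no effect and wells lacking enzyme for full effect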
Target sequence (Q9GZU7 76-261 limits assumed): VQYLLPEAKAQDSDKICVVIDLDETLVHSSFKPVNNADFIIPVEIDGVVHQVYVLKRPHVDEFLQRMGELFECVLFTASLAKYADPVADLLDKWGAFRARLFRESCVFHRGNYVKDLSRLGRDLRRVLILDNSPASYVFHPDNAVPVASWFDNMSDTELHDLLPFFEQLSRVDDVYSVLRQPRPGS
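System: truncated SCP-1 phosphatase (76-261aa); medium: Tris acetate buffer pH 5.5 with MgCl2 and Tween-20; incubation: 45 min room-temperature reaction, 5 min colour, 30 min stabiliser; compound: single 20 µM dose, 1% DMSO; reagent: Phosphorylated 17-residue peptide substrate; read-out: % inhibition at 20 µM; technique: colorimetric free-phosphate detection, absorbance 630 nm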
TbMetRS inhib = T. brucei MetRS inhibitors, primary screen, biochemical, luminescence. methionyl-tRNA synthetase (Trypanosoma brucei brucei). actives 0.4% (n = 360,000). inhibition, % at 11.9 µM. AID 624268, 2012. purified T. brucei MetRS, ATP depletion, Kinase-Glo luminescence;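 active means inhibition above a per-plate cutoff of the control wells' mean inhibition plus 3 SD, cut at about 5.5% in these data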;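 further: 0% = DMSO wells median and 100% = median of wells with control inhibitor compound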
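Measured by: Kinase-Glo luciferase luminescence reporting remaining unconsumed ATP. Material: purified T. brucei MetRS enzyme. Doses: 11.9 µM compound single dose, 0.9% DMSO. Medium: HEPES buffer containing pyrophosphatase, BSA, spermine, DTT. Times: 15 min preincubation, 2 h reaction, all 25 °C. Reagent: methionine, ATP and bulk E. coli tRNA.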
STEP inh = STEP phosphatase inhibitors, primary screen, biochemical, fluorescence intensity, uHTS | recombinant STEP, OMFP fluorogenic substrate | inhibition, % at 20 µM | actives 0.25% (n = 360,000);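 active means inhibition at 20 µM, scaled per plate between control wells, above about 37%, limit read from the data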;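 further: 0% = DMSO with enzyme and substrate and 100% = substrate only without enzyme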
Target sequence (P54829 whole entry, looked up): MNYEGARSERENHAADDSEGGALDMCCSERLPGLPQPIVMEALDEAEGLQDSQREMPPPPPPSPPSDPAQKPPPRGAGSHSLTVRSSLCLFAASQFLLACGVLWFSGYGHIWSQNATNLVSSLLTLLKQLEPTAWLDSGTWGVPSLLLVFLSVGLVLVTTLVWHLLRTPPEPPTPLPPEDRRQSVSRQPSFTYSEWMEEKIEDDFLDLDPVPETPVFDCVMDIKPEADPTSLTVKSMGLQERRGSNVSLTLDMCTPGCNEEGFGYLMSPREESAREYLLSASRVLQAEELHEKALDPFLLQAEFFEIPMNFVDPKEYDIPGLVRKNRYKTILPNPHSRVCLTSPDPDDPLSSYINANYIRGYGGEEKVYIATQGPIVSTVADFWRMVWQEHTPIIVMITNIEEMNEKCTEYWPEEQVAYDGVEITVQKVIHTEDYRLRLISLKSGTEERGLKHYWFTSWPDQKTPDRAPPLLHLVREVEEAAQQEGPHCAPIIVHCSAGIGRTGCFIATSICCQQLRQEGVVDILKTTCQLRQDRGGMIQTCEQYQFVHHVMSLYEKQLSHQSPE
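Test system: STEP tyrosine phosphatase / Reagent: OMFP at 25 µM / Doses: 20 µM, 1% DMSO / Read-out: percent inhibition scaled to no-enzyme and uninhibited-enzyme controls, plate-pattern corrected / Detection: FITC-channel fluorescence of OMFP product / Medium: Bis-Tris buffer pH 6.0, 2.5 mM DTT, 0.005% Tween 20 / Schedule: 20 min at room temperature, dark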
LMPTP block = LMPTP phosphatase inhibitors, primary screen, biochemical, fluorescence intensity, uHTS | actives 0.22% (n = 360,000) | inhibition, % at 20 µM | recombinant LMPTP-A, OMFP fluorogenic substrate | Low molecular weight phosphotyrosine protein phosphatase (Homo sapiens), P24666;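 active means compounds that cut the enzyme signal by at least half of the control window in the single-dose screen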;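 further: plate controls were DMSO wells with enzyme plus substrate for no effect and substrate without enzyme for full effect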
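Assay system: LMPTP-A phosphatase enzyme | Input: 0.625 nM enzyme | Also added: Fluorogenic phosphatase substrate OMFP at 400 µM final | Compound dosing: One test concentration per compound, 20 µM, with 3% DMSO overall | Schedule: 50 min enzyme reaction at room temperature, protected from light | Signal: Fluorescence intensity | Benchmarks: no-enzyme and uninhibited controls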
PABP1 MLLE inh = inhibitors of PABP1 MLLE–PAM2 peptide binding, primary screen, biochemical, fluorescence polarization, FITC-PAM2, GST-MLLE | Polyadenylate-binding protein 1 (Homo sapiens), P11940 | actives 0.36% (n = 360,000) | AID 588489, 2011 | inhibition, % at 20 µM; in the data active means inhibition above about 35%, passing the limit was not always enough;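 further: plate controls were DMSO wells with GST-MLLE for no effect and wells lacking GST-MLLE protein for full effect; some results filed as inactive read as strong as hits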
NadD inh = inhibitors of S. aureus NadD, primary screen, biochemical, colorimetric, uHTS | purified NadD enzyme, colorimetric absorbance read-out | inhibition, % at 20 µM | actives 0.78% (n = 360,000) | AID 602399, 2012; in the data active means inhibition above about 26%; further: some compounds past the cut are filed as inactive
The depositor's hits bear a star; i = inactive; / = not tested or not shown; + = active, no number. Compounds were not picked by outcome, and some 3.6% of all compounds hit somewhere here.

TbMetRS inhib	SUMO1 PPI mod	Rpn11 block	NadD inh	molecule	Scp-1 inhibitor	DNMT1 block	PABP1 MLLE inh	LMPTP block	CSN inh	STEP inh
-0.4	8	i	-2	COC(=O)Cc1c(C)c2ccc(OCc3nn[nH]n3)cc2oc1=O	2	0	-3	-1.1	0	1
-0.5	-1	i	3	COc1cccc(CNC(=O)Cn2ccc3cc(S(=O)(=O)N4CCC(C)CC4)ccc32)c1	-10	-3	-3	2.7	4	0
-0.9	-20	i	-12	Cc1cc(C)n(S(=O)(=O)c2cccc([N+](=O)[O-])c2)n1	-5	1	-2	-0.4	-3	-4
0.3	-1	i	19	O=[N+]([O-])c1cc(C2Nc3cccc4cccc(c34)N2)ccc1Cl	10	-13	8	2.8	-7	6
-0.5	0	i	-2	O=C(CN1C(=O)c2ccccc2S1(=O)=O)NCc1ccccc1	-5	1	0	-1.7	4	-2
-0.6	-8	i	-4	CNC(=O)c1ccc(-c2cc(C(F)(F)F)nn2C)s1	-3	3	-7	0.6	-1	0
85*	-69	i	0	CC(C)Nc1ccc(Nc2ccnc3cc4ccccc4cc23)cc1	-4	66*	8	22	5	4
-0.7	6	i	-10	O=C(NCC[C@@H]1C[C@@H]2C=C[C@H]1C2)c1cc(COc2ccc(F)cc2F)on1	-7	11	-3	1.7	8	-1
-0.6	24	i	0	Cc1ccc(S(=O)(=O)CCN2CCN(c3ccccn3)CC2)cc1	-5	2	-3	-1.0	0	-3
0.2	2	i	3	COc1ccc(CCNC(=O)CCC(=O)N2CCN(S(=O)(=O)c3ccccc3)CC2)cc1OC	-10	0	-4	-0.9	1	-4
-1.4	1	i	-4	Cc1ccc(CN2CCN(Cc3ccc(Oc4ncccn4)cc3)CC2CCO)cc1 (stereo not drawn)	-2	11	5	-0.5	-4	-2
-0.3	2	i	-3	FC(F)(F)c1ccc(Oc2ccccc2Cl)nc1	-3	1	-2	-1.3	0	0
0.1	4	i	-9	COc1ccc(CCNC(=O)COC(=O)Cc2ccc(OC)cc2)cc1	-10	1	3	-0.3	-19	0
-0.5	0	i	0	O=C(Nc1cc(C(F)(F)F)ccc1N1CCOCC1)c1ccccc1F	-7	0	7	1.3	-8	1
-0.3	-1	i	7	O=C(Nc1ccc2ccccc2c1)/C(=C\c1ccc2c(c1)OCO2)NC(=O)c1ccco1	-4	2	1	1.9	-1	-2
0.1	-2	i	5	CC(CNC(=O)c1ccc(-c2ccccc2)cc1)CN(C)C (stereo not drawn)	-7	-8	4	-1.0	-1	-3
-1.3	-12	i	5	Cc1cccc(C)c1N(CC(=O)N/N=C/c1cc(Br)c(C)o1)S(C)(=O)=O	-3	-1	-8	2.8	2	-4
-0.3	-1	i	6	Cc1ccc2nc(-c3cc(N)cc(N)c3)oc2c1	-5	-42	-10	0.2	7	0
1.0	3	i	-2	CCOc1ccccc1C1CC(=O)Nc2cc(C)c(C)cc21 (stereo not drawn)	-3	-7	13	4.2	2	-3
-1.3	8	i	2	CCOC(=O)C(Sc1ncc(C#N)c(N)n1)C(C)C (stereo not drawn)	18	3	-12	0.0	3	-7
-1.2	-4	i	2	Cc1ccc(C(C)C)c(OCCCN2CC(C)OC(C)C2)c1 (stereo not drawn)	-3	1	7	-1.1	-2	2
0.0	3	i	-1	CC(=O)Nc1ccc(S(=O)(=O)N2CCNC(=O)C2)cc1	-7	5	-6	1.1	3	0
-1.5	2	i	-6	CCC(=O)Oc1ccc(NC(=O)c2ccco2)cc1	6	2	9	28	-6	-2
0.0	1	i	-5	CCOC(=O)c1ccc(NC(=O)C(=O)NCCc2ccc(OC)cc2)cc1	-2	17	3	-1.0	0	-4
-0.2	3	i	-6	CC(C)c1nc(Cl)c(C#N)c2c1CCC2	-9	0	6	-0.3	-3	-1
0.5	-25	i	-5	O=C(N/N=C1\CCS(=O)(=O)c2ccc(F)cc21)c1ccc([N+](=O)[O-])cc1	-3	-7	3	-1.0	-3	-2
-0.7	-1	i	-4	CCOc1ccccc1NC(=O)NCc1ccco1	6	2	2	-1.9	-3	1
-0.9	1	i	2	CCCCc1cc(=O)oc2c(C)c(OCc3nn[nH]n3)ccc12	-7	-7	5	-1.4	0	1
0.8	-47	i	31*	CC[N+](CC)(CC)CCCCOc1ccc2c(c1)C(=O)c1cc(OCCCC[N+](CC)(CC)CC)ccc1-2	99*	50*	-137	6.6	-1	1
-0.2	0	i	-5	CCOC(=O)CC1C(=O)NCCN1C(=O)c1sc2ccccc2c1Cl (stereo not drawn)	-2	1	3	-1.0	4	0
-0.8	1	i	-3	O=C(OCc1nnc(-c2ccc(Br)cc2)o1)c1cncc(Br)c1	6	0	-3	0.1	1	-1
-0.8	1	i	9	O=S(=O)(c1cccc(Cl)c1)N1CCCC1	-4	-1	-1	-0.7	-2	0
0.0	5	i	-4	CCC(c1nnc(SCC(=O)NNC(=O)c2ccccc2)n1Cc1ccccc1)N(C)C (stereo not drawn)	-4	0	-7	-2.2	3	-2
-1.2	0	i	2	COCC(=O)N(C)C[C@@H]1Oc2ncc(Br)cc2C(=O)N([C@@H](C)CO)C[C@H]1C	/	-2	-2	-0.5	3	2
-0.7	0	/	/	Cc1cccc(C)c1NC(=O)C(c1ccnc2ccccc12)N1CCN(CCN(C)C)CC1 (stereo not drawn)	/	/	/	-2.6	-2	/
0.4	-3	i	-9	COc1cccc(C(=O)N2CCN(Cc3ccccc3Br)CC2)c1	-6	-3	15	-2.1	1	1
0.0	1	i	1	O=C(CSc1ccc(-c2ccc(F)cc2)nn1)NCc1ccco1	-3	2	7	-1.4	-1	-1
-0.2	-2	i	1	Cc1nn(-c2ccccc2)c(C)c1C=O	-10	-29	-3	0.5	4	0
-0.2	7	i	2	CCN(CC(=O)Nc1c(F)cccc1F)C(=O)c1cc(S(=O)(=O)N2CCOCC2)ccc1N1CCCC1	1	2	-28	-0.9	-6	0
-0.3	5	i	2	C=CCc1cccc(C2Nc3ccccc3C(=O)N2O)c1O (stereo not drawn)	-18	1	-8	0.8	6	-2

Among those listed so far, these contain an NH in an aromatic ring.
TbMetRS inhib	SUMO1 PPI mod	Rpn11 block	NadD inh	molecule	Scp-1 inhibitor	DNMT1 block	PABP1 MLLE inh	LMPTP block	CSN inh	STEP inh
-0.4	8	i	-2	COC(=O)Cc1c(C)c2ccc(OCc3nn[nH]n3)cc2oc1=O	2	0	-3	-1.1	0	1
-0.9	1	i	2	CCCCc1cc(=O)oc2c(C)c(OCc3nn[nH]n3)ccc12	-7	-7	5	-1.4	0	1

Additional compounds.
TbMetRS inhib	SUMO1 PPI mod	Rpn11 block	NadD inh	molecule	Scp-1 inhibitor	DNMT1 block	PABP1 MLLE inh	LMPTP block	CSN inh	STEP inh
-0.8	-1	i	-2	CSc1cccc(NC(=O)CN(C)S(=O)(=O)c2cnc[nH]2)c1	-1	7	5	-2.0	-4	-2
-0.4	0	i	4	O=C(NCc1ccncc1)c1ccc(NS(=O)(=O)c2ccc(F)cc2)cc1	-2	2	-3	-1.1	6	0
-0.3	6	i	2	CCOC(=O)c1c(NC(=O)CN2CCCCC2)sc2c1CCCC2O (stereo not drawn)	-6	-5	0	0.1	6	8
-0.6	6	i	-2	COc1cc2c(cc1OC)C(C)N(C(=O)Nc1ccccc1)CC2 (stereo not drawn)	-6	2	6	-1.4	-3	-2
-0.2	-3	/	/	CCOC(=O)N1CCN(C(=O)C[C@@H]2C[C@@]3(C(=O)OC)CC(C)(C)CC=C3N(Cc3cccc4ccccc34)C2=O)CC1	/	/	/	2.8	-1	/
0.0	-1	i	0	Cc1cc(C)cc(N(C(=O)Cn2nnc(-c3ccccc3)n2)C(C(=O)NC2CCCCC2)c2ccccn2)c1 (stereo not drawn)	-6	3	15	0.8	-7	0
-1.0	-3	i	2	Cc1ccc(OCC(=O)c2ccc3c(c2)CCCC3)cc1C	-10	1	-3	3.4	1	7
0.5	21	i	-2	CC1(c2nnc(-c3ccncc3)o2)CC(c2ccc(Cl)cc2)=NO1 (stereo not drawn)	2	9	2	-0.2	0	2
-0.7	2	i	2	CSc1nc2c(c(C(F)(F)F)n1)CC(C)CC2 (stereo not drawn)	-6	1	-156	-1.2	5	0
-0.3	-30	i	-1	COc1ccc(C(CNC(=O)c2cc3c(s2)CCCC3)N2CCOCC2)cc1 (stereo not drawn)	-10	-1	-9	-8.1	4	-2
0.2	2	+	6	CCCc1nc2c3ccccc3ccn2c1Cc1ccc(C)cc1	/	-3	-22	3.8	11	3
-0.7	-2	i	4	O=C(NC1CCCC1)c1ccc(Br)o1	0	-19	-7	-2.0	1	-1
2.6	-15	i	0	Cc1ccc2nc(N3CCN(c4ccccc4)CC3)c(C=O)c(=O)n2c1	-7	0	-1	-0.3	2	-1
-1.3	-4	i	-1	Cc1cc(S(=O)(=O)Nc2c(C)nn(C)c2C)c(Cl)cc1Cl	15	-3	-4	0.0	-2	-1
-0.8	4	i	-4	N=c1c2c3c(sc2nc2n1CCCCC2)CCCCC3	-2	4	3	0.2	1	42*
0.2	8	i	-2	c1ccc(CC2CCN(Cc3ccccn3)CC2)cc1	-1	2	5	0.6	-8	11
-0.2	-11	i	-5	O=C(OCc1ccc(O)cc1)c1c(-c2ccsc2)oc2ccc(N3CCOCC3)cc12	-3	-10	9	1.4	-1	-2
0.3	-12	i	-2	Cc1nn(-c2nnc(NCc3ccccc3)nn2)c(C)c1Br	-5	-8	-4	0.1	-15	0

Bioassay records (PubChem BioAssay)
